Screening data (PubChem BioAssay)
MEX-5 binding: C. elegans MEX-5 TCR-2 RNA binding activity; activity score (negative = inhibition of binding), % at 10 µM; Q9XUB2; 300,000 compounds, 0.38% hits; AID 1832; MEX-5/FITC-TCR2 RNA binding, fluorescence polarization; stronger effect = lower value;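 active = inhibition past about -25% in most replicates, and total fluorescence under double the plate's negative control median, limit read from the data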;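 note: 0% = DMSO and -100% = 5 µM competing unlabeled TCR2 RNA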
EBNA-1 inhibitor: blocks EBNA-1 binding to DNA; inhibition, % at 14.8 µM; 300,000 compounds, 0.34% hits; EBNA-1 DNA binding, fluorescence polarization; AID 1950; in the data active = inhibition above about 28%
Fam108B counter: blocks mouse Fam108B hydrolase in RBBP9 counter-screen | recombinant Fam108B, FP-Rh probe fluorescence polarization | inhibition, % at 9.51 µM | 300,000 compounds, 0.33% hits;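 active = inhibition above the screen mean inhibition plus 3 SD, computed separately per campaign, cut at about 18% in these data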;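 note: inhibitors lower polarization as less probe binds the enzyme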
ZTA counter: blocks Epstein-Barr virus ZTA, an EBNA-1 counter-screen; ZTA-DNA binding, fluorescence polarization; inhibition, % at 11 µM; 320,000 compounds, 0.15% hits; in the data active = inhibition above about 33%
Target sequence (P03206 whole entry, looked up): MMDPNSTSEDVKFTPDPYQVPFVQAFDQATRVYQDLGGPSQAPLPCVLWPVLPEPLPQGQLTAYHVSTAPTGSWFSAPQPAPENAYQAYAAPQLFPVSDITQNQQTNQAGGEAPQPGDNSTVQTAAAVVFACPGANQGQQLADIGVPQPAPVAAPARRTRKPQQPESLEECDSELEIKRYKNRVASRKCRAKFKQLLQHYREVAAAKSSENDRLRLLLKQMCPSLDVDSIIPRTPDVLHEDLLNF
Efflux pump mplx: blocks antifungal efflux pumps in multiplex yeast assay; 330,000 compounds, 0.44% hits; inhibition, % at 10 µM; S. cerevisiae Candida pump triplex, Nile Red efflux; AID 485275;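 active = plate passing quality check with inhibition over a set limit, or well fluorescence over plate mean plus 4 SD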;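 note: Nile Red retained in pooled yeast measured as flow cytometry median fluorescence; 0% = buffer negative control and 100% = Enniatin B positive control; higher means more Nile Red kept so more efflux inhibition; some compounds called inactive have numbers as strong as hits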
BCLXL inh: blocks human Bcl-xL binding to Bim BH3 peptide. Q07817. AID 2129. 320,000 compounds, 0.7% hits. inhibition, % at 10.9 µM. GST-Bcl-xL / FITC-Bim BH3 peptide fluorescence polarization;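 active = inhibition above the mean of all tested compounds plus 3 SD, cutoff set per campaign, cut at about 30% in these data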;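 note: 0% = DMSO wells and 100% = unlabeled Bim-BH3 peptide competitor; inhibitors lower millipolarization by displacing the labeled peptide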
Target sequence (Q07817 whole entry, looked up): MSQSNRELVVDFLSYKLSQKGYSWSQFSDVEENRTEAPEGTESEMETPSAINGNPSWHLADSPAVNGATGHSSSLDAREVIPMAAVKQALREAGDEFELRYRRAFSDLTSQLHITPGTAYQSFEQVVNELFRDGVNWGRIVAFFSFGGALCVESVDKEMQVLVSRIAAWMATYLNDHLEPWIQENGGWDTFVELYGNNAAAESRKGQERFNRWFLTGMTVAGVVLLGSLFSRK
CR mimetic SO: caloric restriction mimetics inhibiting age-related superoxide in yeast. 330,000 compounds, 0.18% hits. superoxide response (% of plate mean), % at 10 µM. AID 2690. S. cerevisiae aged cells, superoxide DHE fluorescence; stronger effect = lower value;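 active = superoxide response under a set limit, about three screen SD below normal, cut at about 65% in these data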;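 note: yeast aged for seven days with compound at 30 °C before DHE staining; 100% = average MFI of all compound-treated wells on the plate with controls excluded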
MCL1 BIM primary: disrupts human MCL1 binding to BIM-BH3 peptide | 320,000 compounds, 0.68% hits | Q07820 | AID 2057 | inhibition, % at 10.9 µM | GST-MCL1 / FITC-Bim-BH3 fluorescence polarization;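 active = inhibition above the mean inhibition of all tested compounds plus 3 SD, set per campaign, cut at about 40% in these data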;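 note: 0% = DMSO wells and 100% = unlabeled Bim-BH3 peptide control; higher means more loss of mP so more displacement of Bim peptide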
Target sequence (Q07820 whole entry, looked up): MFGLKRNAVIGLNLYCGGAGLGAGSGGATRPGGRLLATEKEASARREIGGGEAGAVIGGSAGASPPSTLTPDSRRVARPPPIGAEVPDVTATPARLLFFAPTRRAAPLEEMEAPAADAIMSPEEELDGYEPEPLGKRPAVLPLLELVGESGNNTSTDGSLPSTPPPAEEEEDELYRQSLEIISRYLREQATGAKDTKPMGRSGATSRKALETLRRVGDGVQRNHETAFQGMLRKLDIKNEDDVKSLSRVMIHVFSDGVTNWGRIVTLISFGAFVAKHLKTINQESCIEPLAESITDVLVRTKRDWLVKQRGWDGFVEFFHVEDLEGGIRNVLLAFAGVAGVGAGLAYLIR
GLD-1 TGE inh: GLD-1-TGE RNA interaction inhibition (C. elegans); Q17339; purified GLD-1 + fluorescein TGE RNA, fluorescence polarization; inhibition, % at 5.96 µM; 320,000 compounds, 0.44% hits; AID 2280;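 active = percent inhibition above a per-plate cutoff, the plate mean of test compounds plus 3 SD, cut at about 30% in these data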;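 note: 0% = DMSO wells with GLD-1 and probe and 100% = wells lacking GLD-1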
* = called active by the depositor; / = not tested or not shown.

SMILES	MEX-5 binding	EBNA-1 inhibitor	Fam108B counter	ZTA counter	Efflux pump mplx	BCLXL inh	CR mimetic SO	MCL1 BIM primary	GLD-1 TGE inh
COc1cc(C2Nc3cccc4cccc(c34)N2)cc(OC)c1O	/	24	41*	7	-0.1	18	78	28	2
CCOC(=O)c1sc(N(Cc2ccccc2)C(=O)CSc2ncn[nH]2)nc1C	-0.5	0	6	-6	-0.1	1	104	-1	2
O=S(=O)(c1ccc(=S)[nH]c1)N1CCOCC1	/	/	/	7	-0.1	11	97	23	1
CC(=O)c1ccc(NS(=O)(=O)Cc2ccc(Cl)cc2)cc1	/	-14	-1	-11	0.8*	0	113	1	1
O=C1C2CCCN2C(c2ccc(F)cc2)N1c1nccs1 (configuration not stated)	-1.6	-11	1	-1	0.0	0	97	3	6
COc1ccc(C)cc1NC(=O)C(=O)NNC(=O)COc1ccc(Cl)cc1	-3.3	7	-3	5	0.1	6	107	-2	-3
COc1cc(C2CC(=O)c3c([nH]c(C(=O)OCCOC(C)C)c3C)C2)cc(OC)c1OC (configuration not stated)	1.5	-2	1	5	0.1	-2	98	-3	2
O=C(c1cc(-c2ccc(Br)cc2)n[nH]1)N1CCN(C(=O)c2ccccc2Br)CC1	2.3	-3	0	-3	0.0	2	88	2	12
CS(=O)(=O)c1ccc2nc(NC(=O)c3ccccc3)sc2c1	0.6	-7	-1	7	0.0	2	105	10	1
O=C(C1CCCCC1)N1CCN=C1SCc1cccc([N+](=O)[O-])c1	1.1	7	5	7	0.0	4	103	2	5
Cc1cc(NC(=O)c2cc(-c3ccc(C)s3)nc3ccccc23)no1	-2.1	13	2	2	-0.2	5	103	2	6
O=C1Nc2ccccc2C1(O)Cc1ccncc1 (configuration not stated)	0.3	1	11	-3	-0.2	5	99	4	-3
Cn1ccnc1C(=O)c1ccccc1Cl	-1.3	5	52*	-15	-0.4	3	101	2	2
CCN1CCN(c2nc3c(c(=O)[nH]c(=O)n3C)n2CCCc2ccccc2)CC1	0.8	-5	1	2	0.1	6	90	8	-2
Cc1sc(NC(=O)CN(C(=O)c2ccccc2F)C2CCCC2)c(C(N)=O)c1C	1.4	-9	-2	-2	0.1	9	140	3	-1
Cc1ccc(OCC(=O)Nn2c(C)nc3ccccc3c2=O)c(C(C)C)c1	0.9	3	0	11	-0.3	4	96	5	-1
O=C(Nc1ccc(Cl)cc1)Nc1nnc(SCc2ccc(Cl)cc2)s1	2.8	-15	3	2	0.2	0	115	10	-13
CCOC(=O)c1sc(=S)n(-c2ccccc2)c1N(C(C)=O)C(C)=O	0.5	4	-1	-1	0.0	2	93	3	-4
COc1cc(OC)c(C(=O)OC(C)C(=O)Nc2cc(C(F)(F)F)ccc2Cl)cc1OC (configuration not stated)	2.1	-9	-9	5	0.1	4	86	4	5
COCCn1c(SCc2csc(-c3ccccc3)n2)nc2ccccc21	1.3	-3	-1	11	0.3	1	81	0	-10
Cc1ccc(NS(=O)(=O)c2cccc3cccnc23)c(Br)c1	0.9	-14	9	-28	-0.1	7	92	7	2
COc1ccc(C)cc1S(=O)(=O)N1CCC(C(=O)NC2CCCC2)CC1	0.9	-5	-3	-6	0.3	1	128	9	-2
Cc1ccccc1NC(=O)c1ccc(F)c(S(=O)(=O)NCC2CCCO2)c1 (configuration not stated)	1.2	-7	0	-10	0.2	2	97	5	-4
O=C(Nc1nc(-c2ccccn2)cs1)c1ccc(Cl)s1	5.1	-1	-12	-10	0.2	9	95	10	-5
Cc1cccnc1NC(=O)/C=C/c1ccc2c(c1)OCO2	0.5	-2	-1	7	-0.3	8	109	5	4
Cn1c(=O)c2c(nc(NCCCN3CCOCC3)n2Cc2ccc(Cl)cc2)n(C)c1=O	1.5	6	5	-8	-0.1	7	95	4	-2
Cc1nn(CCCC(=O)NCc2ccccc2)c(C)c1[N+](=O)[O-]	-1.0	2	1	-3	0.1	1	93	8	9
C/C(=N/OC(=O)c1ccccc1Br)c1ccc(C)cc1	0.9	-10	-3	-11	0.1	-1	95	-10	7
CSc1ccccc1NC(=O)CN(C)C(=O)Cc1c[nH]c2ccccc12	-3.6	-1	-1	-10	0.2	0	107	0	8
CCNC(=S)NN(c1ccccc1)c1ccccc1	2.0	0	-3	-10	-0.1	3	102	11	0
CN1CCN(C(=O)Nc2cccc3ccccc23)CC1	/	-2	-1	-9	0.0	8	101	4	2
CC(/C=N/NC(=O)c1nn(C)c(C)c1Br)=C\c1ccccc1	0.7	5	-1	16	-0.1	1	92	-1	5
CC(=O)Nc1sc2c(c1C(c1ccccn1)N1CCCC1)CCCC2 (configuration not stated)	1.2	-4	-4	-8	0.0	11	94	4	2
CN(Cc1ccccc1)C(=O)c1[nH]cnc1C(=O)Nc1ccon1	/	/	/	5	-0.1	-1	118	5	1
Cc1cc2c(c(=O)o1)C(CCC1CCCCC1)C(C#N)=C(N)O2 (configuration not stated)	6.0	0	-5	-4	0.0	-9	97	-19	-20
Cc1ccc2nc(-c3ccccc3)cn2c1	1.6	7	-2	6	-0.2	1	86	3	-5
CCOc1ccc(NCc2nnc(SCC(=O)Nc3cc(C)on3)n2-c2ccc(OC)cc2)cc1	0.8	-2	0	-11	-0.3	2	96	4	0
Cc1ccc(NC(=S)NNC(=O)CSc2nc3ccccc3c(=O)n2-c2ccc(C)cc2)cc1	1.0	-11	-1	-4	0.0	9	98	15	4
CCC(CC)C(=O)Nc1cc(C(=O)NCCc2ccccc2)ccc1Cl	1.0	2	-2	-1	-0.1	1	90	-3	2
CN1CCC(=NNC(=O)C(=O)Nc2ccc(F)cc2)CC1	0.4	3	-3	8	0.2	0	113	-2	1
Cc1ccccc1N(CC(=O)N/N=C/c1ccc(F)cc1)C(=O)c1ccccc1	-2.3	4	-3	13	0.1	8	101	8	0
O=C(CNC(=O)c1cccc(Cl)c1)N/N=C/c1cccnc1	-0.1	6	2	7	-0.1	4	99	7	4
Cc1c(NC(=S)NC(=O)c2ccco2)c(=O)n(-c2ccccc2)n1C	-3.3	-3	-2	14	0.0	7	87	4	2
CCN(CC(=O)NC1CCS(=O)(=O)C1)S(=O)(=O)c1ccc(C)cc1C (configuration not stated)	-0.1	-7	-1	-10	0.0	-1	113	0	1
COc1ccc(NC(=O)CCCC(=O)NCCc2ccc(OC)c(OC)c2)cc1	0.4	3	-2	-6	0.0	9	98	4	3
COc1ccc(Cn2c(-c3ccc(Cl)cc3)c[n+]3ccccc23)cc1	2.8	-3	3	-16	0.0	-2	118	2	5
COC(=O)c1ccc(NC(=O)c2ccc(C)cc2)o1	-1.6	1	-5	1	0.2	9	108	1	2
CN(C(=O)Cc1c(C(=O)O)n(C)c2ccccc12)c1cccc(C(F)(F)F)c1	0.2	6	-2	3	0.3	8	93	0	-2
CC12CCC(C(=O)NNC(=O)c3ccccc3)(OC1=O)C2(C)C (configuration not stated)	1.3	4	4	-11	-2.2	-2	99	-2	7
CCOc1ccc(CNC(=O)CCS(=O)(=O)Cc2ccccc2C)cc1OC	2.5	-5	0	-6	0.0	-1	96	9	0
CCCCN(CC)C(=O)c1n[nH]c(=O)c2ccccc12	0.0	7	0	2	-0.1	4	116	2	6
Cc1c(Cc2ccc3c(c2)OCO3)sc(NC(=O)C(C)(C)C)c1C#N	0.8	4	2	0	0.3	1	115	0	0
Cc1ccc(NC(=O)c2cccnc2)cc1C	0.7	-7	-5	3	-0.1	9	93	-3	-2
COc1cc(OC)cc(N(C(=O)C2COc3ccccc3O2)C(C(=O)NC2CCCCC2)c2ccc(O)cc2)c1 (configuration not stated)	1.2	0	-8	9	-0.3	0	84	0	6
O=S(=O)(c1cccc(NC(=S)Nc2ccc(Br)cc2Cl)c1)N1CCOCC1	-2.7	-10	-1	0	0.2	6	101	9	0
O=C(CSc1nc2ccccc2c(=O)n1-c1ccccc1)N1CCc2ccccc21	3.4	41*	-9	13	-0.2	2	95	-3	1
COc1ccc(-n2nc(C(=O)NCC(=O)N3CCN(c4ccc(F)cc4)CC3)c3ccccc3c2=O)c(OC)c1	0.5	9	0	0	0.1	2	90	-1	-2
COc1cc(OC)c(OC)cc1/C=C1\Oc2cc(OCC(=O)N3Cc4ccccc4C[C@H]3C(=O)O)ccc2C1=O	26	6	2	1	-0.1	-4	93	-23	-47
O=[N+]([O-])c1cc([N+](=O)[O-])c2nonc2c1Nc1ccc(O)cc1	-11	7	-1	12	0.1	16	109	11	2
COc1ccc(S(=O)(=O)NCC(c2ccc(C)cc2)N2CCN(C)CC2)cc1 (configuration not stated)	-0.2	8	1	15	0.0	3	99	6	2

More results follow:
SMILES	MEX-5 binding	EBNA-1 inhibitor	Fam108B counter	ZTA counter	Efflux pump mplx	BCLXL inh	CR mimetic SO	MCL1 BIM primary	GLD-1 TGE inh
Cn1c(-c2ccccc2)c[n+]2c1-c1ccccc1C2	0.4	1	2	-8	0.1	5	81	8	1
CC(C)(C)c1ccc(/C=C/C(=O)N2CCN(c3ncccn3)CC2)cc1	-0.3	5	-2	1	-0.2	3	88	10	1
CCCNC(=O)CS(=O)(=O)Cc1nc(-c2cccc(OC)c2)oc1C	1.4	3	7	4	0.0	6	91	-4	-3
O=C(CSc1nnc2ccc(-c3cccnc3)nn12)Nc1ccc(F)cc1F	1.9	-4	1	14	0.2	1	100	3	2
CCC(=O)N/N=C(\C)CC(=O)Nc1ccccc1-c1ccccc1	0.1	7	-4	2	0.0	4	103	5	2
CCOc1ccccc1NC(=O)CSC1=NN2CCCC(=O)N=C2S1	2.2	0	2	4	0.1	-2	92	-3	1
O=C(Nc1cccnc1)Nc1ccccc1Cl	0.2	14	5	3	0.1	2	96	-3	5
COc1ccc(/C=N\NC(=O)c2ccccc2)cc1COc1ccccc1	3.9	2	-3	2	-0.1	5	103	1	6
COC(=O)c1ccc(Cn2nc(-c3ccccc3)ccc2=O)cc1	0.8	-4	1	-9	0.1	8	96	-6	0
Cc1ccc(C)c(NC(=O)Cn2ccn(-c3ccc4c(c3)OCO4)c(=O)c2=O)c1	2.0	1	-2	-2	0.0	0	110	4	7
CCOC(=O)CNC(=O)C1c2ccccc2C(=O)N(c2ccc(OC)cc2)C1c1ccc(OC)cc1 (configuration not stated)	0.5	5	6	-6	0.0	3	100	1	8
COc1ccc(OC)c(-n2cnc3cc(C(=O)O)ccc32)c1	-0.5	-6	6	8	0.4	5	107	24	6
O=S(=O)(c1ccc(F)cc1)N1CCN(CCc2ccccc2)CC1	-1.3	-9	2	-14	0.2	2	99	8	5
O=C(COC(=O)C(Cc1ccccc1)NC(=O)c1cccs1)NCc1ccccc1 (configuration not stated)	/	/	/	-8	0.1	3	94	3	-8
Cc1cc2c3c(c1)C1(SCC(=O)N1c1ccc(F)cc1)C(=O)N3C(C)(C)CC2C (configuration not stated)	-0.7	5	-1	2	-0.1	2	84	5	7
CCOc1cccc(C(=O)N2CCCN(C)CC2)c1	1.8	4	3	-7	-0.1	6	109	11	-1
Cc1ccccc1Cc1c(C)nc2c(C(=O)NCc3ccco3)cnn2c1C	3.8	-7	-6	-27	0.0	-1	115	-2	3
Clc1ccc(Cl)c(-c2nn3c(COc4ccccc4)nnc3s2)c1	-2.6	-3	0	3	0.1	6	124	5	-1
CCCCCC(=O)C(=O)c1ccc(O)cc1O	0.0	-16	7	2	0.2	4	95	3	0
